Screening data as filed in PubChem.
TRPC6 inhibitor: mouse TRPC6 channel inhibition; Q61143; HEK293-TRPC6, membrane potential dye, ACh-evoked depolarization; hits give low values; B-score at 10 µM; actives 1.1% (n = 310,000); AID 2553;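 active = B-score under library mean minus 3 SD, initial fluorescence not abnormally high, positive integrated signal ratio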;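 note: B-score derived from integrated fluorescence ratio over the kinetic read; more negative B-score means stronger inhibition of depolarization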
TRPC6 act: activates the mouse TRPC6 cation channel; Q61143; HEK293-TRPC6 membrane potential dye fluorescence; hits give high values; B-score at 10 µM; actives 0.13% (n = 310,000);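 active = B-score of the integrated fluorescence ratio above library mean plus 3 SD, and starting fluorescence ratio within library mean plus 5 SD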;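 note: higher score means more depolarization so channel activation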
RGS4 block: inhibitors of human RGS4; P49798; HEK293 M3R/RGS4 inducible, Fluo-4 calcium flux; hits give high values; triggered by carbachol at its EC20; B-score at 10 µM; actives 0.45% (n = 310,000); AID 463165;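 active = B-score, a plate-corrected calcium signal, over three deviations above library mean, with baseline fluorescence within five deviations of library mean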;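 note: RGS4 expression induced by doxycycline in cells with stable M3 receptor; B-score is computed from the integrated fluorescence ratio over baseline after carbachol; higher B-score means a larger calcium signal and so more RGS4 inhibition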
Target sequence (P49798 whole entry, looked up): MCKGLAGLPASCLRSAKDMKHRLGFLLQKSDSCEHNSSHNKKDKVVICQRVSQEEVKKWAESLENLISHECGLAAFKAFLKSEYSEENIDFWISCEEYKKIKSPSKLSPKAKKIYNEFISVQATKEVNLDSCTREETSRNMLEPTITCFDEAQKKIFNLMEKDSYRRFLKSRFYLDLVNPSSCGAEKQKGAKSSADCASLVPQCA
MrgX1 allo act: human MrgX1 positive allosteric modulation, primary screen. Q96LB2. MrgX1-HEK293, Fluo-4 calcium flux, FDSS; hits give high values. B-score at 10 µM. actives 0.63% (n = 310,000). AID 588675;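 active = plate-corrected calcium response at least 3 library SD above typical, normal starting fluorescence, not activating the receptor alone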;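 note: compound read alongside a low EC10 to EC30 dose of BAM8-22 agonist; peak minus trough fluorescence over baseline measured at the second addition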
Target sequence (Q96LB2 whole entry, looked up): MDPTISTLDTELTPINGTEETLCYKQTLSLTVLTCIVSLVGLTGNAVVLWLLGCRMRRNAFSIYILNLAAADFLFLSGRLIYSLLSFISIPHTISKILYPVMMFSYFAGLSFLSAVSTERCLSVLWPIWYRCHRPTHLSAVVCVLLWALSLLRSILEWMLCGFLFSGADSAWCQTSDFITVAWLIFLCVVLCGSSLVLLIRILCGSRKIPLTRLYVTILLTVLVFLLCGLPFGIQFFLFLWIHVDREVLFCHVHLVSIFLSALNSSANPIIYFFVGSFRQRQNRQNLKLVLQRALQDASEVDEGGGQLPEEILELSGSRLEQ
MrgX1 antagonist: blocks BAM8-22 activation of human MrgX1 receptor. Q96LB2. MRGX1-HEK293 calcium flux, Fluo-4, BAM8-22 antagonism; hits give low values. B-score at 10 µM. actives 1.3% (n = 310,000);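 active = calcium-response B-score plate-corrected more than 3 library SD below zero, starting fluorescence within 5 deviations, no agonist response on first addition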;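 note: peak minus trough fluorescence over baseline after final BAM8-22 challenge near maximal dose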
TRPC4 agonist: TRPC4 (mouse) channel activation; Q9QUQ5; HEK293 TRPC4beta/mu-opioid, Fluo4 calcium fluorescence; hits give high values; B-score at 10 µM; actives 0.49% (n = 310,000);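 active = B-score above 5 SD of library B-scores, and initial fluorescence ratio not above library mean plus 5 SD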;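 note: positive B-score marks a calcium rise read as TRPC4 activation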
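System: HEK293 cells stably co-expressing mouse TRPC4beta and mu-opioid receptor; Schedule: Fluo4 dye loading 45 min at room temperature, 110 s recording; Detection: Fluo4 fluorescence, kinetic; Evaluation: B-scored integrated calcium fluorescence ratio; Controls: buffer (low) and maximal DAMGO (high).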
ANO1 activ: mouse TMEM16A channel activation, primary screen | AID 623877 | HEK293 TMEM16A/YFP-H148Q/I152L, iodide quench fluorescence; hits give low values | B-score at 10 µM | actives 0.3% (n = 340,000);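 active = fluorescence-ratio B-score plate-corrected deviation score at least 3 library SD below zero, with starting fluorescence score within 5 deviations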;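 note: channel opened by trigger with iodide after compound preincubation; score built on the fluorescence ratio of max minus min over baseline; more negative score means more quench and so TMEM16A activation or potentiation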
TRPC4 inh: blocks the mouse TRPC4 cation channel | Q9QUQ5 | HEK293 TRPC4beta/mu-opioid, DAMGO-evoked Fluo4 calcium flux; hits give low values | B-score at 10 µM | actives 0.39% (n = 300,000) | AID 2247;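 active = B-score over 3 SD under the library average, no early fluorescence shift, positive overall ratio signal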
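Assay system: HEK293 cells with stable TRPC4beta plus mu-opioid receptor expression; Probe or stimulus: DAMGO in two steps, submaximal then maximal; Dosing: single-point compound dosing; Measured by: Fluo4 calcium-dye fluorescence, kinetic read; Read-out basis: B score from integrated Fluo4 fluorescence ratio.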
TRPC4 PAM: TRPC4 (mouse) allosteric potentiation. actives 0.42% (n = 310,000). AID 2227. HEK293 TRPC4beta/mu-opioid, DAMGO EC20, Fluo-4 Ca2+ flux; hits give high values. B-score at 10 µM. Q9QUQ5;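 active = B-score of calcium response area above 5 SD of library B-scores, with initial fluorescence ratio within 5 SD of library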;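 note: B-score of integrated fluorescence ratio over time as area under calcium response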
TMEM16A inh: inhibitors of mouse TMEM16A calcium-activated chloride channel. Q8BHY3. actives 1.2% (n = 310,000). HEK293 TMEM16A/YFP iodide influx fluorescence, ionomycin. normalized B-score (activity score, 25-100; higher = stronger inhibition) at 10 µM;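 active = ratio plate-corrected score three or more library SD toward inhibition, starting fluorescence score within five deviations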;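 note: score derived from kinetic fluorescence span divided by baseline fluorescence per well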
MrgX1 agonist: agonists of human MrgX1 receptor. MrgX1-HEK293 cells, Fluo-4 calcium fluorescence, agonist mode; hits give high values. Q96LB2. actives 0.44% (n = 310,000). B-score at 10 µM;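 active = calcium response B-score plate-corrected fluorescence ratio at least 3 library SD, with starting fluorescence B-score inside 5 SD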
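Material: MrgX1-expressing HEK293 cells / Dosing: compound as first of three additions / Incubation: overnight seeding, then 1 h dark dye loading / Signal: Fluo-4 NW calcium fluorescence / Evaluation: B-scored fluorescence response ratio / Benchmarks: positive and negative control wells on each plate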
Starred values were filed as active, the others as inactive; i = inactive; x = not tested or not shown.

SMILES | TRPC6 inhibitor | TRPC6 act | RGS4 block | MrgX1 allo act | MrgX1 antagonist | TRPC4 agonist | ANO1 activ | TRPC4 inh | TRPC4 PAM | TMEM16A inh | MrgX1 agonist
O=C(NCc1ccncc1)c1cc(C(=O)C2CC2)c[nH]1 | i | i | i | i | i | i | i | i | i | i | i
COc1ccc(CNC(=O)CCC(=O)Nc2nnc(C(C)C)s2)cc1 | i | i | i | i | i | i | i | i | i | i | i
CC1=C(C(=O)OCc2ccc3c(c2)OCO3)C(c2ccccc2OCc2ccccc2)NC(=O)N1 (configuration not stated) | i | i | i | i | i | i | i | i | i | i | i
COC(=O)Cn1c(=NC(=O)C2CC2)sc2c(C)cc(C)cc21 | i | i | i | i | i | i | i | i | i | i | i
O=C(NCc1ccccc1Cl)C1CCN(c2cnccn2)CC1 | i | i | i | i | i | i | i | i | i | i | i
COc1ccc(S(=O)(=O)Oc2ccc3ccccc3c2)cc1 | i | i | i | i | i | i | i | i | i | i | i
COC(=O)c1sccc1OC(C)C(C)=O (configuration not stated) | i | i | i | i | i | i | i | i | i | i | i
CCc1ccc(CN(C)C(=O)CC2C(=O)NCCN2Cc2ccoc2)cc1 (configuration not stated) | i | i | i | i | i | i | i | i | i | i | i
COCCN1C(=O)C(O)=C(C(=O)c2cccs2)C1c1ccccc1 (configuration not stated) | i | i | i | i | i | i | i | i | i | i | i
COc1ccc(-c2csc(NC(=O)Cc3ccccc3F)n2)cc1OC | i | i | i | i | -6.1* | i | i | i | i | 100* | i
O=C(NCCc1ccccc1)C(=O)NCC(c1ccco1)N1CCOCC1 (configuration not stated) | i | i | i | i | i | i | i | i | i | i | i
CCCCC(C(=O)O)C(C)CC(=O)Nc1nncs1 (configuration not stated) | i | i | i | i | i | i | i | i | i | i | i
Cc1cc(-c2nnc(CCC(=O)N(C)C(C)c3cccs3)o2)no1 (configuration not stated) | i | i | i | i | i | i | i | i | i | i | i
CCCCCCN(C(=O)CCCCCN1C(=O)NC(c2ccc([N+](=O)[O-])cc2)C(C(=O)OCc2ccccc2)=C1C)C(C(=O)NCCCC)c1ccc(OCC(=O)OC)c(C(=O)OC)c1 (configuration not stated) | i | i | i | i | i | i | x | i | i | i | i
Cc1ccc(-n2c(C)cc(C)c(C#N)c2=O)cc1 | i | i | i | i | i | i | i | i | i | i | i
O=C(N/N=C/C(Cl)=C/c1ccc([N+](=O)[O-])cc1)C(=O)Nc1ccc(C(=O)O)cc1 | i | i | i | i | i | i | i | i | i | i | i
C=CCN1C(=O)C(CC(=O)Nc2ccccc2)S/C1=N/c1nccs1 (configuration not stated) | i | i | i | i | i | i | i | i | i | i | i
CCCCn1c(N)c(N(Cc2ccccc2OC)C(=O)COc2cc(C)ccc2Cl)c(=O)[nH]c1=O | i | i | i | i | i | i | i | i | i | i | i
CCCCn1c(N)c(N(CCOC)C(=O)c2cc3c(s2)CCC3)c(=O)[nH]c1=O | i | i | i | i | i | i | i | i | i | i | i
O=C(CCn1nnc2ccccc21)Nc1nnc(Cc2ccc(F)cc2)s1 | i | i | i | i | i | i | i | i | i | i | i
O=c1c2ccccc2c(=O)n(-c2ccccc2)n1CCCCBr | i | i | i | i | i | i | i | i | i | i | i
CCN(CC(=O)Nc1ccc(NC(C)=O)cc1)C(=O)c1cccc(Oc2ccccc2)c1 | i | i | i | i | i | i | i | i | i | i | i
CC1CCN(CC(C)OC(=O)c2ccc3c(c2)OCCO3)CC1 (configuration not stated) | -5.2* | i | i | i | i | i | i | i | i | i | i
CCN(CC(=O)Nc1ccccc1C(=O)OC)S(=O)(=O)c1ccccc1 | i | i | i | i | i | i | i | i | i | i | i
Cc1csc(=O)n1CCC(=O)OCC(=O)Nc1cc([N+](=O)[O-])ccc1Cl | i | i | i | i | i | i | i | i | i | i | i
Cc1cc(C)n(-c2nnc3n2N=C(c2c[nH]c4ccccc24)CS3)n1 | i | i | i | i | i | i | i | i | i | i | i
CCOC(=O)C1CCN(C(=O)c2cc(OCC)c(OCC)c(OCC)c2)CC1 | i | i | i | i | i | i | i | i | i | i | i
O=C(C1CCN(S(=O)(=O)c2cccs2)CC1)N1CCc2ccccc2C1 | i | i | i | i | i | i | i | i | i | i | i
COCCNC(=O)CCCn1c(=O)c2ccccc2n(Cc2cccc([N+](=O)[O-])c2)c1=O | i | i | i | i | i | i | i | i | i | i | i
CC(=O)Nc1c(C)ccc(CNC(=O)COc2cc(C)ccc2C)c1C | i | i | i | i | i | i | i | i | i | i | i
CC(C)NC(=S)NNc1ncnc2sc3c(c12)CC(C)(C)OC3 | i | i | i | i | i | i | i | i | i | i | i
CCOc1ccc(S(=O)(=O)Nc2ccc3c(c2)OCO3)cc1 | i | i | i | i | i | i | i | i | i | i | i
NC(=O)c1oc2ccccc2c1NC(=O)CCc1ccccc1 | i | i | i | i | i | i | i | i | i | i | i
O=C1CN(C(=O)CNCc2ccccc2Cl)c2ccccc2N1 | i | i | i | i | i | i | i | i | i | i | i
O=C(c1csc2ccccc12)n1cccn1 | x | x | x | i | i | x | i | x | x | i | i
Fc1ccc(NC(=S)NCCc2ccccn2)cc1 | i | i | i | i | i | 213* | i | i | i | i | i
COC(=O)C(CCSC)NC(=O)CNS(=O)(=O)c1ccc(Br)cc1 (configuration not stated) | i | i | i | i | i | i | i | i | i | i | i
CCCOP(=O)(OCCC)C1(Nc2ccc(C)cc2)CCCCC1 | i | i | i | i | i | i | i | i | i | i | i
COc1cc(C2=NOC(C(=O)N3CCOCC3)C2)cc(OC)c1OC (configuration not stated) | i | i | i | i | i | i | i | i | i | i | i
COCCn1c(Cc2ccccc2)nnc1SCc1nc2ccccc2c(=O)[nH]1 | i | i | i | i | i | i | i | i | i | i | i
O=C1C(=O)N(CNc2cccnc2)c2ccccc21 | i | i | i | i | i | i | i | i | i | i | i
COc1ccccc1CNC(=O)COC(=O)CNS(=O)(=O)c1ccc(C)cc1 | i | i | i | i | i | i | i | i | i | i | i
COc1cc(/C=C2/C(=N)N3OC(C)=CC3=NC2=O)ccc1OCCOc1ccc(C)cc1 | i | i | i | i | -4.9* | i | i | i | i | i | i
COCCNC(=O)c1ccc(C)c(S(=O)(=O)Nc2ccc(C)cc2)c1 | i | i | i | i | i | i | i | i | i | i | i
CC(C)OC(=O)C1Cc2ccccc2CN1S(=O)(=O)c1cccs1 (configuration not stated) | i | i | i | i | i | i | i | i | i | i | i
O=C(Nc1ccc(S(=O)(=O)Nc2nccc(C3Cc4ccccc4C(=O)O3)n2)cc1)c1ccccc1 (configuration not stated) | i | i | i | i | i | i | i | i | i | i | i
Cc1sc2ncnc(SCC(=O)c3ccc(Cl)s3)c2c1C | i | i | i | i | i | i | x | i | i | i | i
Cc1cccnc1NC(=O)CN1C(=O)c2ccccc2S1(=O)=O | i | i | i | i | i | i | i | i | i | i | i
CSc1nnc(C2CCCN(CC(=O)Nc3ccccc3N3CCOCC3)C2)n1C(C)C (configuration not stated) | i | i | i | i | i | i | i | i | i | i | i
Cc1ccc(S(=O)(=O)Oc2cc(N)c3c(n2)CCC3)cc1 | i | i | i | i | i | i | i | i | i | i | i
Cc1onc(-c2ccccc2Cl)c1C(=O)Nc1ccc(N2CCOCC2)cc1 | i | i | i | i | i | i | i | i | i | i | i
CCOc1ccc(NC(=O)CCNS(=O)(=O)c2cccs2)cc1 | i | i | i | i | i | i | i | i | i | i | i
COc1ccccc1-n1cc2c([N+](=O)[O-])cc([N+](=O)[O-])cc2n1 | i | i | i | i | i | i | i | i | i | i | i
CCOc1ccc(OCc2cccc(C(=O)N3CCCC3)c2)cc1 | i | i | i | i | i | i | i | i | i | i | i
CSc1ncc(-c2ccc(Cl)cc2)[nH]1 | i | i | i | i | i | i | i | i | i | i | i
CCc1nn2c(=O)cc(CSc3nc(C)cc(=O)[nH]3)nc2s1 | i | i | i | i | i | i | i | i | i | i | i
CC1CCN(C(=S)NC(=O)c2ccccc2Br)CC1 | i | i | i | i | i | i | i | i | i | i | i
O=C(CCc1nnc(CCCCc2ccccc2)o1)NCCN1CCCCC1=O | i | i | i | i | i | i | i | i | i | i | i
CC(C)(O)C#Cc1ccc(CN2CCN(C3CCCC3)C(CCO)C2)cc1 (configuration not stated) | i | i | i | i | i | i | i | i | i | i | i
Cc1ccccc1NC(=O)CCC(=O)N/N=C/c1cc([N+](=O)[O-])ccc1O | i | i | i | i | i | i | i | i | i | i | i
Additional entries
SMILES | TRPC6 inhibitor | TRPC6 act | RGS4 block | MrgX1 allo act | MrgX1 antagonist | TRPC4 agonist | ANO1 activ | TRPC4 inh | TRPC4 PAM | TMEM16A inh | MrgX1 agonist
NC(=O)COC(=O)c1ccccc1OCc1ccccc1Cl | i | i | i | i | i | i | i | i | i | i | i
Cc1sc(NC(=O)c2cccc(N3C(=O)CCC3=O)c2)nc1-c1ccccc1 | i | i | i | i | i | i | i | i | i | i | i
CCN(CC)CC(=O)Nc1ccc(-c2nc3cc(NC(=O)CN(CC)CC)ccc3o2)cc1 | -8.7* | i | i | i | i | i | i | i | i | i | i
Cc1ccc(S(=O)(=O)N2CCC(C(=O)Nc3ccncc3)CC2)cc1 | i | i | i | i | i | i | i | i | i | i | i
COc1cc(C(=O)Nc2nnc(Cc3ccccc3)s2)cc(OC)c1OC | i | i | i | i | i | i | i | i | i | i | i
CCOc1cc(CN2CCN(c3cccc(C(F)(F)F)c3)CC2)ccc1O | i | i | i | i | i | i | i | i | i | i | i
O=C(CSc1cn(Cc2ccccc2)c2ccccc12)NCc1ccc(F)cc1 | i | i | i | i | i | i | i | i | i | i | i
Cc1ccc(-c2nc(CN(C)C3CCOCC3)c(C)o2)s1 | i | i | i | i | i | i | i | i | i | i | i
Cc1nn(-c2ccccc2)c(N2CCCC2)c1/C=N/NC(=O)c1cc(-c2ccccn2)nc2ccccc12 | i | i | i | i | i | i | i | i | i | i | i
